PPARg SRC1 recr = promotes SRC-1 coactivator recruitment by human PPARgamma; P37231; activation, % at 8 µM; 200,000 compounds, 0.41% hits; PPARgamma-SRC-1 coactivator recruitment biochemical assay; in the data active = activation above about 19%;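 note: 0% = DMSO and 100% = reference agonist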
S1P3 antagonist = antagonists of human S1P3 receptor. CHO S1P3 NFAT-BLA reporter, FRET fluorescence, antagonist mode. inhibition, % at 4.98 µM. 170,000 compounds, 0.27% hits;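 active = inhibition above the plate cutoff, the mean inhibition of test wells on that plate plus 3 SD, cut at about 28% in these data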;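 note: cells challenged with S1P at its EC80 of 0.8 µM; blue over green emission ratio from cleaved BLA substrate after 4 h stimulation; 0% = S1P-stimulated wells and 100% = unstimulated DMSO-only wells; some compounds past the cut are filed as inactive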
Target sequence (Q99500 whole entry, looked up): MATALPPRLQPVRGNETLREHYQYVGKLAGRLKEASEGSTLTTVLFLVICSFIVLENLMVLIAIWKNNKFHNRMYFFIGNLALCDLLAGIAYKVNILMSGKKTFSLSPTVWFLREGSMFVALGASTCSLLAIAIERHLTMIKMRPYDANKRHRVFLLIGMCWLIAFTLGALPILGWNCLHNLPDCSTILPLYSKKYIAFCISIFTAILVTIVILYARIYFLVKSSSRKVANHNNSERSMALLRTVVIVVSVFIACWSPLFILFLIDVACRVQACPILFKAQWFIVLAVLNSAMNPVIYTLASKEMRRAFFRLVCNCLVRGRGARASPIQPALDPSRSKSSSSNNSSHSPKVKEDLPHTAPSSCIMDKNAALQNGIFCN
bIAP act = intestinal alkaline phosphatase (bovine) activation; purified bovine IAP, CDP-star luminescence, 30 min; hits give high values; fold of DMSO-control signal, blank-subtracted; activation factor at 20 µM; 200,000 compounds, 0.17% hits; AID 1016;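 active = activation factor of 2 or more at 20 µM, a signal rise over negative controls twice the positive control's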
ROMK mod = modulates human ROMK potassium channel activity; P48048; Tet-inducible ROMK, thallium flux fluorescence; actives lie on both sides; B-score at 10 µM; 130,000 compounds, 2% hits; AID 1918;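 active = signal ratio slope over the read window, or its plate-corrected B-score, at least 3 SD from the plate mean, either direction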;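 note: B-score of the F/F0 ratio slope over 7 to 12 s after thallium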
Target sequence (P48048 whole entry, looked up): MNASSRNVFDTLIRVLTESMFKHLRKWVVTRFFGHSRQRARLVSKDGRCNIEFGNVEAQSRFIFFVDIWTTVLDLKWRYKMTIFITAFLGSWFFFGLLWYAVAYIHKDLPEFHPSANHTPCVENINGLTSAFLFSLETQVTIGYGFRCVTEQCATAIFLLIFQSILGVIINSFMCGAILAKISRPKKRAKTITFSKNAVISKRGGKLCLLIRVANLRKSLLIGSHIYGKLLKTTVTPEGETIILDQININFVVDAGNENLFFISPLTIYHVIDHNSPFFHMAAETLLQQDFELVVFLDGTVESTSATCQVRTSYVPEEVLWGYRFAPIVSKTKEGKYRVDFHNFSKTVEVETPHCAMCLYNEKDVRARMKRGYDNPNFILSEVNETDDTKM
Lmaj promast = reduces viability of Leishmania major promastigotes. resazurin fluorescence viability. inhibition, % at 10 µM. 200,000 compounds, 9% hits. AID 1063; in the data active = inhibition above about 50%;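 note: promastigotes grown with compound for 44 hours at 28 °C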
TLR4 MyD88 comp = TLR4-MyD88 interaction inhibition in cells. HeLa CL3-4 TLR4/MyD88 BLA complementation, FRET ratio. 200,000 compounds, 0.18% hits. O00206+Q99836. AID 861. inhibition, % at 8.4 µM; in the data active = inhibition above about 25%;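 note: 0% = vehicle and 100% = reference inhibitor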
PPARg SRC2 recr = PPARgamma-driven SRC-2 recruitment agonism; PPARgamma LBD-SRC-2 recruitment, biochemical; 200,000 compounds, 0.34% hits; activation, % at 8 µM; in the data active = activation above about 22%;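 note: 0% = vehicle and 100% = reference agonist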
SRC2 TRFRET art = flags TR-FRET format artefacts in PPARgamma SRC-2 recruitment agonist screen; TR-FRET artefact counter-screen; hits give high values; TR-FRET ratio at 8 µM; 200,000 compounds, 0.4% hits; AID 1049; in the data active = TR-FRET ratio above about 2000; note: inactives centre near 1500; reference of the scale not given here
DTT redox prof = compounds producing H2O2 with reducing agent – biochemical, NIH compound library profiling, artefact control for MLSCN library redox annotation, primary screen; AID 878; DTT-dependent redox cycling H2O2, phenol red/HRP absorbance; 100% = 100 µM peroxide control, 0% = buffer; 200,000 compounds, 0.03% hits; activation, % at 10 µM;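 active = activation of at least 50% relative to the plate's high and low controls in the primary single-dose screen; inactive = activation below 50%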;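 note: compound incubated with DTT at 0.8 mM final as the reducing agent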
PPARg SRC3 recr = agonists of human PPARgamma SRC-3 coactivator recruitment; activation, % at 8 µM; AID 731; biochemical PPARgamma/SRC-3 coactivator recruitment assay; 200,000 compounds, 0.26% hits; P37231; in the data active = activation above about 23%;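 note: 0% = DMSO and 100% = reference agonist; some compounds past the cut are filed as inactive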
bIAP inh = blocks bovine intestinal alkaline phosphatase activity | purified bovine IAP, CDP-star luminescence, 30 min | inhibition, % at 20 µM | 190,000 tested, under 10 active | AID 1019;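 active = over 50% inhibition of intestinal alkaline phosphatase at 20 µM in the single-dose screen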
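System: purified bovine intestinal alkaline phosphatase (IAP) enzyme; Input: IAP diluted 1/65,000,000 in the well; Measured by: CDP-star luminescence signal; Compound dosing: 20 µM single dose; Incubation: 30 min reaction at room temperature.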
An asterisk follows results filed as active; nt = not tested or not shown.

SMILES | PPARg SRC1 recr | S1P3 antagonist | bIAP act | ROMK mod | Lmaj promast | TLR4 MyD88 comp | PPARg SRC2 recr | SRC2 TRFRET art | DTT redox prof | PPARg SRC3 recr | bIAP inh
COc1cccc(-n2cnc3sc(C)c(C)c3c2=O)c1 | -1 | -5 | 0.8 | 0.81 | 1 | -9 | 0 | 1654 | -0.1 | 3 | 22
COc1ccc(-c2c(C#N)c(N)n(N)c(=O)c2C#N)cc1Cl | 6 | 6 | 1 | 0.48 | -9 | 5 | 6 | 1683 | -1.5 | 5 | -5
COc1ccc(S(=O)(=O)c2ccc(O)cc2)cc1 | -2 | nt | 1 | -0.56 | -13 | -3 | -1 | 1462 | 0.3 | -1 | -1
O=C(NCc1ccco1)C12CN(Cc3ccccc3)CC1C(c1cccc([N+](=O)[O-])c1)=NO2 (stereo not drawn) | -2 | nt | 1 | 0.093 | 12 | 3 | 5 | 1633 | -9.6 | 5 | 2
CC(=O)c1cc(C(c2csc(C(C)=O)c2)c2csc(C(C)=O)c2)cs1 | -4 | nt | 1.1 | -0.024 | 3 | -3 | 4 | 1545 | 0.4 | -3 | -10
O=C(CCc1nc(-c2ccccc2F)no1)Nc1ccc(Oc2ccccc2)cc1 | 5 | -11 | 0.9 | nt | 8 | -12 | 3 | 1547 | -0.8 | 6 | 11
N=C1C(c2ccccc2)=C(O)CN1c1cccc(S(N)(=O)=O)c1 | -1 | -9 | 1 | -0.077 | -5 | -6 | 6 | 1423 | 0.0 | 1 | -2
CC(CCc1ccccc1)NC(=O)CN1CCOc2ccccc21 (stereo not drawn) | 7 | -17 | nt | nt | 14 | 12 | 0 | 1641 | -2.5 | 10 | nt
CN(C)CCNc1ccc(Cl)cc1[N+](=O)[O-] | 1 | -7 | 0.5 | 0.035 | -1 | 3 | -2 | 1712 | 0.0 | -5 | 47
CSCCCNC(=S)N1CCN(S(=O)(=O)c2cccc(C(F)(F)F)c2)CC1 | -2 | 20 | 1.1 | nt | 14 | -16 | -1 | 1546 | -0.2 | 3 | -10
Cc1cc(C(=O)COC(=O)c2ccc[nH]c2=O)c(C)n1CCc1ccc(F)cc1 | 2 | -14 | 1.1 | 0.45 | -3 | 1 | 2 | 1440 | 0.1 | 5 | -12
O=C1c2ccccc2C(=O)N1CC(=O)N1c2ccccc2Sc2ccccc21 | -2 | nt | 1 | 0.65 | -2 | 4 | 8 | 1603 | -4.8 | -3 | 4
CC(C)C[C@H](NC(=O)Nc1ccccc1F)C(=O)O | -1 | nt | 0.9 | -0.053 | 12 | -1 | 4 | 1437 | 4.2 | -8 | 6
CC1CC(C)CN(C(=O)c2cc(-c3ccccn3)nc3ccccc23)C1 (stereo not drawn) | 1 | nt | 1 | -0.44 | 3 | 2 | 7 | 1472 | 0.2 | 8 | 3
Cc1ccc(-n2c(SCC(=O)NCc3cccs3)nnc2-c2ccoc2C)cc1 | 10 | -28 | 1.1 | -0.46 | 15 | 10 | 4 | 1590 | 0.2 | 3 | -13
CCN1CCN(C(=O)CCCn2c(C)c3cnn(-c4ccccc4)c(=O)c3c2C)CC1 | 2 | nt | 1 | nt | 69* | 6 | -4 | 1499 | -0.1 | 0 | -1
Cc1ccccc1C(=O)NC(=S)NCCC1=CCCCC1 | 14 | -34 | 0.8 | -0.98 | 7 | 3 | 6 | 1874 | 0.2 | 2 | 21
COCCNC(=O)CN(c1cccc(OC)c1)S(=O)(=O)c1ccc(C)cc1 | 8 | -32 | 1 | nt | -4 | 8 | 8 | 1570 | -2.5 | -1 | -2
Cc1ccc(NC(=O)C(=O)Nc2ccc(C)cn2)nc1 | -7 | -14 | 0.9 | 0.98 | -7 | 10 | -1 | 1555 | -0.5 | -2 | 10
Cc1ccc(N2C(=O)C(CN3CCOCC3)C2c2ccccc2)cc1 (stereo not drawn) | 5 | 5 | 1 | 0.023 | 8 | -25 | -2 | 1429 | -1.3 | 4 | -2
COc1ccc(NC(=O)C2CCCN(S(=O)(=O)c3cccs3)C2)cc1OC (stereo not drawn) | 6 | nt | 1 | -0.073 | 14 | 1 | -1 | 1433 | 0.2 | 5 | 2
Cc1oc(-c2ccccc2Cl)nc1CSc1nc2c(c(=O)[nH]1)CCC2 | 2 | -3 | 0.9 | -1.4 | 0 | 8 | -8 | 1504 | 0.7 | -1 | 15
CCn1c(=O)cc(C(F)(F)F)[nH]c1=S | 0 | -3 | 0.9 | 0.42 | -18 | 1 | 9 | 1611 | -1.9 | 1 | 7
O=C(Nc1ccc(F)cc1F)c1ccc(-n2cncn2)nc1 | -1 | nt | 0.9 | nt | -5 | 10 | 5 | 1636 | 0.2 | 10 | 12
COC(=O)Cn1cnc2c(nnn2Cc2ccc(Cl)cc2)c1=O | 3 | -14 | 1 | -0.92 | -5 | 3 | -3 | 1423 | 1.8 | -3 | 4
Cc1ccc(-c2nc(N)sc2CC(=O)OCC(=O)NCC2CCCO2)cc1 (stereo not drawn) | -3 | -6 | 0.9 | 1.6 | 49 | 10 | -5 | 1486 | nt | 2 | 9
CC1=C(C(=O)OC(C)C)C(c2cccs2)C(C(=O)OC(C)C)=C(C)N1 | 0 | 6 | 0.8 | nt | 15 | 10 | 3 | 1532 | 0.2 | 5 | 22
O=C(CN(Cc1ccco1)S(=O)(=O)c1cccs1)Nc1ccccc1C(F)(F)F | -3 | -5 | 0.9 | -1.4 | 4 | -2 | 0 | 1390 | 0.1 | 2 | 6
Cc1ccc(N(CC(O)CN2CCCCC2)S(=O)(=O)c2ccccc2[N+](=O)[O-])cc1 (stereo not drawn) | -2 | -1 | 1 | -0.53 | 99* | 5 | 3 | 1497 | -0.4 | 3 | 0
O=C1CCCCC(=O)c2ccccc2N1 | 3 | nt | 1 | nt | 0 | 12 | 6 | 1634 | -0.6 | 1 | -5
O=[N+]([O-])c1ccccc1S(=O)(=O)NCc1cccnc1 | -2 | -4 | 1 | 0.24 | 2 | -4 | -2 | 1526 | -0.1 | -2 | -1
COc1ccc(NS(=O)(=O)c2cc(NC(=O)c3ccncc3)ccc2N2CCOCC2)cc1 | -1 | -23 | 0.9 | 0.61 | 1 | 11 | 4 | 1567 | -0.3 | 4 | 10
CCOC(=O)c1c(C)[nH]c(C(=O)N/N=C/c2cccc(OC)c2)c1C | -4 | -5 | 1 | nt | 5 | -5 | 5 | 1542 | -0.2 | 0 | 0
CCOCCCNC(=O)c1ccc(-n2c(=S)[nH]c3ccccc3c2=O)cc1 | 13 | -6 | 1.3 | -0.85 | -2 | -1 | 5 | 1525 | -0.8 | 6 | -28
O=C(NC1CC1)C1=NOC(CNc2ncc(C(F)(F)F)cc2Cl)C1 (stereo not drawn) | 1 | nt | 0.9 | 1.1 | -3 | 1 | 11 | 1554 | 0.1 | 15 | 14
O=C(Nc1ccc2oc(=O)ccc2c1)c1cccnc1 | -4 | -11 | 0.9 | nt | -2 | 12 | 1 | 1634 | 0.5 | -1 | 13
CCCCC(=O)Nc1nnc(C2=COCCO2)o1 | 3 | -12 | 0.9 | 0.57 | -5 | -5 | 7 | 1528 | 2.2 | 3 | 5
O=C1c2ccccc2NC(c2cccc(Cl)c2)N1N=C1CCCCCC1 (stereo not drawn) | -4 | nt | 1.1 | -0.0092 | 11 | 12 | -4 | 1417 | -4.0 | 3 | -15
COc1ccccc1N1CCN(C(=O)CCc2c[nH]c3ccccc23)CC1 | 18 | -6 | 1.2 | 0.78 | 21 | -11 | 4 | 1718 | -1.2 | -3 | -19
O=C(CS(=O)(=O)Cc1ccccc1)Nc1ccccc1Cl | -3 | -5 | 1 | -1.2 | -9 | -4 | -10 | 1438 | -0.3 | -4 | 2

Only S1P3 antagonist, bIAP inh and PPARg SRC3 recr (2 entries from above):
mol | S1P3 antagonist | bIAP inh | PPARg SRC3 recr
O=C(CN(Cc1ccco1)S(=O)(=O)c1cccs1)Nc1ccccc1C(F)(F)F | -5 | 6 | 2
Cc1ccc(N(CC(O)CN2CCCCC2)S(=O)(=O)c2ccccc2[N+](=O)[O-])cc1 (stereo not drawn) | -1 | 0 | 3

Going on with the list.
SMILES | PPARg SRC1 recr | S1P3 antagonist | bIAP act | ROMK mod | Lmaj promast | TLR4 MyD88 comp | PPARg SRC2 recr | SRC2 TRFRET art | DTT redox prof | PPARg SRC3 recr | bIAP inh
COC(=O)CCN(C(=O)c1ccc2c(c1)OCO2)c1ccccn1 | 2 | 10 | 1 | nt | -5 | -12 | 13 | 1517 | 2.3 | 0 | 4
Cc1ccc(NC(=O)Cn2c(O)c(N=NC(=O)c3cc4ccccc4cc3O)c3ccccc32)cc1 | -3 | 6 | 0.9 | nt | -9 | -5 | 1 | 1516 | 1.0 | 2 | 5
COc1cccc(/C=N/NC(=O)c2cc3c(OC)cccc3[nH]2)c1O | -7 | 7 | 0.9 | nt | 95* | 4 | -3 | 1435 | 0.2 | -1 | 9
Cc1onc(-c2ccccc2Cl)c1C(=O)Nc1ccc(OCC(=O)N2CCOCC2)cc1 | 4 | 22 | 1 | -0.18 | 1 | 0 | 13 | 1577 | -0.1 | 6 | -1
CCn1cnc2cc(NCc3nc4ccccc4n3C)ccc21 | 5 | -10 | 1.1 | nt | 21 | -11 | 9 | 1516 | -0.7 | 6 | -14
Cc1ccccc1Nc1nc(Nc2ccccc2C)nc(SC2=NCCS2)n1 | 9 | nt | 0.7 | nt | 3 | -4 | 6 | 1592 | -3.1 | 1 | 25
C=CCNC(=O)/C(=C/c1ccco1)NC(=O)c1ccc(Br)o1 | 5 | nt | 1 | nt | -6 | 2 | 4 | 1656 | 2.3 | 7 | -1
CCOc1c(Br)cc(C2NS(=O)(=O)N=C3CCCCCN32)cc1OC (stereo not drawn) | 1 | -6 | 0.9 | nt | 9 | 6 | -1 | 1512 | 1.5 | -1 | 9
COC(=O)CP(=O)(c1ccccc1)c1ccccc1 | 6 | nt | 0.8 | 9.3e-05 | -4 | 10 | 4 | 1529 | 0.2 | 11 | 19
COC(=O)c1cc(C(=O)OC)cc(N2C(=O)CC(NNC(=O)c3ccccc3Br)C2=O)c1 (stereo not drawn) | -3 | nt | 1.1 | nt | -5 | -4 | 2 | 1540 | -3.6 | 0 | -7
O=C(CN1CCC(n2nnc3cc(F)ccc32)CC1)NC1CCCCC1 | 0 | -17 | 1.1 | nt | 6 | 4 | -1 | 1603 | 0.3 | 5 | -9
CCOC(=O)c1oc2ccccc2c1NC(=O)C1CCCCC1 | -10 | -36 | 0.9 | nt | -5 | -1 | -8 | 1468 | -0.2 | -7 | 12
O=c1[nH][nH]c(-c2ccccc2)c1C=Nc1ccc(Cl)cc1 | -8 | nt | 1 | nt | -5 | -8 | -5 | 1339 | 3.6 | 1 | 4
COc1ccc2oc(C)c(NC(C)=O)c2c1 | 6 | 2 | 0.7 | 0.025 | -6 | 6 | 2 | 1503 | 2.6 | 6 | 25
COc1ccc(C(=O)c2oc3ccc(Br)cc3c2NC(C)=O)cc1 | 8 | -1 | 0.9 | nt | -4 | 4 | -1 | 1518 | -0.8 | 10 | 8
CC(C)N1CCC(N2CCN(Cc3ccc4nsnc4c3)CC2CCO)CC1 (stereo not drawn) | 6 | 12 | 1.1 | -1.2 | 22 | -8 | -7 | 1452 | -0.3 | -4 | -6
COCCNC(=O)c1ccccc1NC(=O)COc1ccccc1 | -2 | -29 | 0.9 | 0.29 | -2 | 3 | 2 | 1449 | 1.0 | 2 | 9

High-throughput results deposited in PubChem BioAssay by several laboratories.
